HADH2 inh: blocks human hydroxyacyl-CoA dehydrogenase type II; Potency, µM (series often up to 57.1 µM), for inactives: top-dose activity change, negative = inhibition, actives largely listed as inhibitors; hit rate 3.4% among 73,000; recombinant HADH2, NADH fluorescence, beta-hydroxybutyryl-CoA; AID 886; note: potency is the fitted concentration of half-maximal effect; % is set by controls: 0 for no effect and ±100 for the full control effect; nearly all actives have a fitted effect of over 60% in size; many of its hits are not listed in these tables
Target sequence (Q99714 whole entry, looked up, one chain of several): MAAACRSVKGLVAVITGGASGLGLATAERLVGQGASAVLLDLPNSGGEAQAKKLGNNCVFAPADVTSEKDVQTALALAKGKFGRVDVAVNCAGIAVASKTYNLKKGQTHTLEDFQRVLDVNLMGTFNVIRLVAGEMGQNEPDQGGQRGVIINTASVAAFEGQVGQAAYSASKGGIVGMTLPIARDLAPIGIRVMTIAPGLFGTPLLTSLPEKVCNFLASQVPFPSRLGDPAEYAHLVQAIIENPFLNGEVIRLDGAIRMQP
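NADH fluorescence (ex 360/em 450 nm) read every 30 s for 4 min; activity taken as last-minus-first time point difference. Enzyme 20 nM, NAD+ 1 mM, beta-hydroxybutyryl-CoA 90 uM, pH 9.0 Tris buffer.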
GFP derepression: epigenetic modulators derepressing GFP locus in mouse cells; mouse C127i GFP locus derepression, cytometry, 30 h; Potency, µM (titrated, usually from 46.1 µM), for the others: at the top dose GFP derepression (activation); hit rate 0.09% among 68,000; AID 597; note: % of control where 0% means no effect
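Murine C127i mammary cells carrying a silenced, stably integrated CMV-driven GFP reporter were treated with compound for 30 hours at 37 C. After PBS washes, GFP-positive cells were counted by laser-scanning microplate cytometry.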
DNA Pol III inh: blocks replication by bacterial DNA polymerase III holoenzyme; reconstituted DNA polymerase III holoenzyme replication, biochemical; Potency, µM (series often up to 57.1 µM), for the others: at the top dose activity change, negative = inhibition; hit rate 0.25% among 71,000; AID 603; note: potency is the fitted concentration of half-maximal effect; % is set by controls: 0 for no effect and ±100 for the full control effect
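Reconstituted *E. coli* holoenzyme (0.35 nM Pol III, 1 nM beta, 154 nM SSB, 2 nM primase) was preincubated with compound for 15 min at RT. Synthesis on 1.4 nM ssM13Gori ran 35 min, then was stopped with PicoGreen/EDTA and read as dsDNA fluorescence.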
Hsp90 Hop PPI: changes Hsp90-Hop TPR2A binding signal, up or down; hit rate 0.44% among 71,000; Potency, µM (doses to about 57 µM), for inactives: at the top dose activity change, negative = inhibition; AlphaScreen TPR2A-His6 binding biotin-Hsp90 C-terminal peptide; AID 595; active = well fitted curve in either direction with a large enough effect; inconclusive = small, poorly fitted or top-dose-only effect, or another doubt; note: potency is the fitted concentration of half-maximal effect; % is set by controls: 0 for no effect and ±100 for the full control effect; many of its hits are not listed in these tables
HBB splice mod: alters splicing of the hemoglobin beta chain; HBB splicing reporter cell assay, activation; EGFP reporter with mutant IVS2-654 intron; response scale: normalised to 500 nM splice-correcting PNA; Potency, µM (top dose mostly 46.1 µM), for inactives: at the highest dose activation, actives largely listed as activators; hit rate 0.06% among 65,000; note: potency is the fitted concentration of half-maximal effect; 0% is about no effect
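HeLa cells stably expressing EGFP interrupted by mutant beta-globin intron 2 (IVS2-654), 500/well in 2% FCS. Treated with compound for 2 days at 37C. Splicing correction scored as total well GFP intensity (488 nm excitation, 500-520 nm emission); 500 nM antisense PNA served as control.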
15-hLO inh: 15-hLO (ALOX15) enzyme inhibition | P16050 | purified 15hLO-1, xylenol orange hydroperoxide absorbance | Potency, µM (doses to about 57.1 µM), inactives show at the highest dose activity change, negative = inhibition, most hits filed as inhibitors | hit rate 1.4% among 74,000 | AID 887; note: potency is the fitted concentration of half-maximal effect; % is set by controls: 0 for no effect and ±100 for the full control effect; nearly all actives have a fitted effect of over 55% in size
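Readout: Fe(III)-xylenol orange absorbance, 573-to-405 nm ratio as reaction progress. Enzyme 40 nM purified human 15hLO-1, substrate 50 uM arachidonic acid, 6 min RT after 15 min compound preincubation; Hepes pH 7.5 buffer with Triton X-100.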
UbGFP stabilizer: proteasome inhibitors stabilizing ubiquitin-GFP reporter. Potency, µM (series often up to 45.9 µM), inactives show top-dose activation (GFP accumulation), actives largely listed as activators. Ubiquitin-GFP reporter cells, proteasome inhibition, GFP fluorescence; response scale: untreated = 0%, 10 µM MG-132 = 100%. AID 526. 67,000 tested, under 10 active; active = well fitted activation curve with a large enough effect, not every such curve was filed as active; inconclusive = small, poorly fitted or top-dose-only effect, or another doubt; inactive = no such curve, though single readings can be large or run the other way; note: potency is the fitted concentration of half-maximal effect
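U2OS cells stably expressing ubiquitin(G76V)-GFP, seeded overnight in 0.5% FBS medium, were exposed to compounds (qHTS, 46 uM to 2.9 nM) for 4 hr at 37 °C. GFP-positive cells were counted by laser cytometry (488 ex/515 em), normalized between basal and 10 uM MG-132.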
USP2a inh: inhibitors of human ubiquitin-specific protease USP2a | AID 927 | O75604 | Potency, µM (top dose mostly 38.3 µM), for inactives: at the top dose activity change, negative = inhibition, actives largely listed as inhibitors | hit rate 0.1% among 60,000 | USP2a enzymatic assay, qHTS inhibition;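 note: potency is the fitted concentration of half-maximal effect; nearly all actives have a fitted effect of over 60% in size; plate controls were DMSO for no effect and NEM full inhibition control for full effect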
Target sequence (O75604 whole entry, looked up): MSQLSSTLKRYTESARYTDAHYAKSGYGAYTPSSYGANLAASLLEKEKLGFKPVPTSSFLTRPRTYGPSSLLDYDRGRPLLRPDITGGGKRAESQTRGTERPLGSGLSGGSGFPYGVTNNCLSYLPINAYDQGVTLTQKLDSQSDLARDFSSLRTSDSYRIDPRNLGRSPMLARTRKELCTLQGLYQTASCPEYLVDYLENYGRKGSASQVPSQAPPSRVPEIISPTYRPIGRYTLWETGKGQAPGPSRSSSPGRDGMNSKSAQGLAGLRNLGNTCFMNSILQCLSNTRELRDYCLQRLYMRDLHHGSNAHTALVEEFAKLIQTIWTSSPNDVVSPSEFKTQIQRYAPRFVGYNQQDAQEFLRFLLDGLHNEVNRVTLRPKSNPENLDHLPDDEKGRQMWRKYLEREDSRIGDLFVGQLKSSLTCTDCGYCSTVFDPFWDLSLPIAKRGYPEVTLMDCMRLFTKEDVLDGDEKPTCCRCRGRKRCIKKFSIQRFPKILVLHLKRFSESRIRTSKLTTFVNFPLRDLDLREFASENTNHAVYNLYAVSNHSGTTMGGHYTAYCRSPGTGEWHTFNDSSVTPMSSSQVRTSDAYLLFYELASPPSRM
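USP2 core (20 nM final) was preincubated with compound for 30 min at RT in 20 mM Tris-HCl pH 8.0, 2 mM CaCl2, 2 mM beta-mercaptoethanol; Ub-PLA2 (20 nM) plus NBD C6-HPC (20 uM) then added, fluorescence read after 2.5 h.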
BRCT PPI green: BRCA1 BRCT-phosphoprotein interaction inhibition; P38398; BRCA1 BRCT-phosphopeptide binding, green fluorescence polarization; Potency, µM (doses to about 76.9 µM), without a hit: at the highest dose activity change, negative = inhibition, actives largely listed as inhibitors; hit rate 0.05% among 75,000; AID 875;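 note: potency is the fitted concentration of half-maximal effect; plate controls were peptide without protein for full effect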
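Compounds were incubated for 12 min at room temperature with a complex of 100 nM fluorescein-tagged pBACH1 decapeptide and 250 nM His-tagged BRCT protein. Buffer was phosphate pH 7.3 with EDTA, DTT and Tween 20. Disruption of binding lowers the polarization signal.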
CRE Fsk mod: CRE-bla signaling modulation under forskolin stimulation. CHO CRE-bla reporter (cAMP response element driving beta-lactamase), forskolin EC10, beta-lactamase ratio. Potency, µM (series often up to 38.2 µM), for inactives: at the highest dose activity change, negative = inhibition, hits mostly activators. hit rate 2.5% among 71,000. AID 662; active = well fitted activation curve with a large enough effect in the signal ratio, with a control signal flat, not every such curve was filed as active; inconclusive = small, poorly fitted or top-dose-only effect, or effect the other way, or a change in a side signal; the % refers to the signal ratio; note: potency is the fitted concentration of half-maximal effect; % of control where 0% means no effect
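CHO CRE-bla cells, overnight plating in Opti-MEM with 0.5% dialyzed FBS; cpd titration + EC10 NKH 477, 3 h 37 °C; CCF4 2 h RT; ex 405/em 460 vs 530 ratio → %Activity, AC50.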
BRCT PPI red: inhibitors of human BRCA1 BRCT-phosphoprotein interaction (red fluorophore); P38398; BRCT-phosphopeptide binding, red fluorescence polarization; Potency, µM (highest dose often 76.9 µM), for the others: at the top dose activity change, negative = inhibition, hits mostly inhibitors; hit rate 0.03% among 75,000; AID 892; note: % is set by controls: 0 for no effect and ±100 for the full control effect
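Rhodamine-labelled pBACH1 10-mer (100 nM) bound to BRCT domain (100 nM) at pH 7.3; compounds incubated 12 min room temperature, polarization read. Free peptide defines full inhibition; unlabelled decapeptide titrated as control.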
* = called active by the depositor; ? = inconclusive; . = not tested or not shown; [ ] = dose if it differs, or a comment. Unless noted, calls come from the whole dose curve; as a rule, active = well fitted curve in the direction sought with a large enough effect; inconclusive = small, poorly fitted or top-dose-only effect, or another doubt; inactive = no such curve, though single readings can be large; an effect the other way counts as inactive or inconclusive. Some of the compounds tested; the hit share may differ from the screen's.

smiles	HADH2 inh	GFP derepression	DNA Pol III inh	Hsp90 Hop PPI	HBB splice mod	15-hLO inh	UbGFP stabilizer	USP2a inh	BRCT PPI green	CRE Fsk mod	BRCT PPI red
CCOc1cc(CNC(=O)CN2C(=O)c3ccccc3S2(=O)=O)ccc1OC	11%	2%	0%	-3%	-0.7%	21%	0%	0%	0.4%	0%	-0.1%
COc1cccc(NC(=O)N2CCN(Cc3nc4ccccc4c(=O)[nH]3)CC2)c1	-8%	0%	-2%	1%	-0.7%[57.5 µM]	4%	-4%	2%	2.3%	1%	-0.1%
COc1ccc(S(=O)(=O)N(C)CC(=O)N2CCN(C)CC2)cc1C	6%	0%	-15%	-9%	-0.5%	?	0%	27%	-2.0%	7%	-0.9%
CC1CCCCN1C(=O)CSc1ccc(-c2ccc(F)cc2)nn1 (configuration not stated)	5%	1%	0%	-4%	-0.7%	1%	-1%	18%	0.6%	2%	-2.0%
CN(C1CCCCC1)S(=O)(=O)c1ccc(NC(=O)CCC(=O)O)cc1	-3%	13%	0%	-10%	4.5%	-1%	6%	-7%	0.9%	-15%	-2.9%
CCC(C(=O)Nc1ccccc1OC)n1c(C(=O)OC)cc2ccsc21 (configuration not stated)	-7%	-2%	1%	18%	-1.3%	-7%	22%	-8%	-1.6%	7%	-1.6%
CCN(CC)S(=O)(=O)c1ccc(F)cc1	3%	-4%	-5%	1%	-0.8%	11%	-4%	-5%	-1.3%	-1%	0.0%
CCCCC(C=O)NC(=O)C(CC(C)C)NC(=O)OCc1ccccc1 (configuration not stated)	-1%	0%	-6%	0%	.	-11%[25.6 µM]	5%	.	-1.6%	-21%	0.1%
O=C(NCCCN1CCCC1=O)c1ccc2c(=O)n(Cc3ccco3)c(=S)[nH]c2c1	-18%	2%	-6%	-7%	-0.4%	-3%	3%	1%	-1.6%	?	0.5%
O=C1CCCc2nc(NCc3ccco3)ncc21	-2%	6%	-3%	-2%	-7.5%[0.369 µM]	1%	2%	-2%	1.3%	8%	-0.1%
CC(C)COC(=O)N(C)c1ccc(C(O)(C(F)(F)F)C(F)(F)F)cc1	20%	2%	-2%	1%	.	-12%	-4%	-2%	0.6%	13%	-1.7%
O=C(Cn1c(C(=O)N2CCN(C3CCCCC3)CC2)cc2sccc21)c1ccccc1	-4%	0%	7%	-11%	2.8%[57.5 µM]	-21%	-1%	27%	-1.9%	-26%	0.1%
COc1cc(Cl)c(C)cc1NC(=O)COC(=O)c1cnc(C)cn1	12%	2%	-8%	-2%	-6.8%	0%	1%	-4%	-2.1%	?	-0.4%
Cc1cccc(NC(=O)c2ccccc2Br)n1	?	0%	-9%	-3%	-0.7%	-25%	-12%	.	-0.5%	-2%	-0.5%
CCOc1ccccc1-c1nc(-c2cc3ccc(C)cc3[nH]c2=O)no1	20%	2%	-5%	0%	.	-8%	0%	37%[activator]	-0.7%	2%	-0.1%
COc1ccc(C2C(C#N)=C(N)Oc3n[nH]c(C)c32)cc1CN1CCN(c2ccc(F)cc2)CC1 (configuration not stated)	10%	10%	0%	-22%	-1.3%	-13%	-3%	11%	0.9%	-11%	-0.4%
CCN(CC)c1ccc(C2CC(=O)Nc3cc(OC)c(OC)cc32)cc1 (configuration not stated)	-2%	0%	-3%	?	1.6%	?	12%	29%	-2.7%	26%	-4.2%
c1ccc2c(c1)N1CCN=C1N2CCN1CCCCC1	4%	3%	-4%	-1%	.	8%	-3%	-3%	-1.5%	1%	0.4%
COc1ccc(Oc2ncc3nc(-c4ccc(F)cc4)c(=O)n(C)c3n2)cc1	5%	0%[9.22 µM]	-8%	11%	-0.3%	8%	-1%	80%[activator]	-7.4%	0%	-3.2%
O=C(Nc1ccc2c(c1)CCC2)c1cnn2c1NC(c1ccco1)CC2C(F)(F)F (configuration not stated)	5%	0%	-3%	-5%	-1.0%	-7%	0%	0%	0.5%	2%	2.0%
CCc1nnc(NC(=O)CCC(=O)N2CCN(Cc3ccccc3)CC2)s1	5%	0%	-5%	0%	-1.0%	4%	4%	4%	-1.8%	11%	0.1%
COc1ccc(NC(=O)c2ccc(Cl)c(S(=O)(=O)N3CCc4ccccc4C3)c2)cn1	-13%	3%	-2%	-3%	-0.1%[57.5 µM]	-27%	1%	32%[activator]	-1.0%	?	-0.4%
Clc1ccc(Br)cc1-c1nc(-c2ccncc2)no1	9%	0%	-2%	-1%	-0.2%	-16%	-11%	-1%	-3.1%	-3%	-2.9%
COc1ccccc1C(c1nnnn1C(C)(C)C)N1CCN(C(=O)c2ccco2)CC1 (configuration not stated)	1%	1%	-1%	-3%	0.4%[57.5 µM]	7%	-1%	3%	-1.8%	-5%	-1.0%
O=C(NCCN1CCOCC1)c1cc(-c2ccc(O)cc2)on1	-19%	3%	-13%	-2%	-0.2%	5%	-10%	.	1.0%	5%	-0.3%
O=S(=O)(Cc1ccccc1)N1CCC(c2nc(-c3cccs3)no2)CC1	?	-4%	6%	17%	-2.8%	15%	-1%	-1%	0.0%	-5%	-1.3%
Cc1ccc(OCC(=O)Nc2ccc(N3CCCC3)cc2)cc1C	-10%[11.4 µM]	-2%	-3%[11.4 µM]	?	0.3%[0.0738 µM]	5µM*	-6%[9.17 µM]	26%[7.66 µM]	-1.7%	?	0.2%
O=c1[nH]c(=O)n(C2CCCO2)cc1Br (configuration not stated)	-10%	3%	1%	-2%	11%	5%	-5%	-6%	-1.4%	-7%	0.1%
c1ccc2cc3[nH]c(CN4CCCCC4)nc3cc2c1	5%	.	-7%	-1%	0.6%	-7%	9%	.	1.0%	3%	-2.4%
O=c1c(CCc2ccccc2)nc2cnc(N3CCOCC3)nc2n1C[C@H]1CCCO1	9%	-3%[9.22 µM]	-6%	15%	-0.2%	-10%	4%	14%	2.5%	?	-1.7%
O=C(Nc1cc(C(F)(F)F)ccc1F)C1CCC1	0%	3%	-5%	-1%	0.8%	9%	4%	-10%	-0.6%	5%	1.6%
C/C(Cl)=C/CCl	1%	.	7%	-3%	-0.3%	-3%	.	.	-0.6%	-14%	1.5%
CCc1ccc(C(=O)COC(=O)CNC(=O)c2ccco2)cc1	-6%[11.4 µM]	2%	-5%[11.4 µM]	?	2.9%[0.0738 µM]	?	9%[9.17 µM]	12%[7.66 µM]	0.6%	?	-0.6%
CCCC(=O)Nc1cc(C)c(NC(=O)Cc2ccccc2)cn1	-2%	0%	-4%	-1%	0.1%[57.5 µM]	6%	-8%	.	-2.1%	1%	-0.2%
Nc1c(NC2CCCCC2)c2ccccc2oc1=O	-18%	0%	-2%	-10%	-0.1%	-7%	-4%	-7%	-1.5%	7%	-0.9%
CC(C)Oc1ccc(C(=O)N(CN2CCCC2=O)c2ccc(F)cc2)cc1	6%	-3%	-3%	7%	-3.0%	-2%	-2%	11%	-0.5%	?	-1.3%
COc1ccc(N2C(=O)C3CCCN3C2c2ccc(F)cc2)cc1Cl (configuration not stated)	2%	-1%	-3%	0%	-1.4%	0%	5%	14%	1.7%	-6%	0.7%
COC(=O)[C@H](C)NC(=O)NCc1ccco1	9%	0%	1%	-6%	4.8%[57.5 µM]	7%	-2%	6%	-4.2%	-5%	0.1%
CC[C@@](N)(C(=O)O)c1ccc(C(=O)O)cc1	18%	-1%	-5%	-2%	.	-24%[25.6 µM]	-6%	.	1.2%	-9%	1.4%
Cc1ccccc1N1C(=O)N(c2cccc(C(F)(F)F)c2)C2CS(=O)(=O)CC21 (configuration not stated)	9%	0%	-3%	1%	-0.1%[57.5 µM]	5%	-7%	4%	-0.1%	-9%	0.1%
O=C(CSCc1ccc(Cl)cc1)c1ccco1	-8%	-3%	-8%	25%	-0.1%[57.5 µM]	32µM*	2%	8%	2.3%	-9%	-1.7%
CCOc1ccccc1OCC(=O)OCC(=O)Nc1ncc(Cl)cc1Cl	1%	0%	0%	5%	-0.5%	-10%	3%	7%	-1.4%	6%	0.2%
O=C(Nc1ccc(N2CCOCC2)cc1)c1ccc2nc(-c3ccco3)c(-c3ccco3)nc2c1	-29%	0%	-3%	-5%	0.0%	-23%	-1%	24%	-0.2%	4%	-0.1%

Screening data as filed in PubChem BioAssay.
